procasp7 counter – procaspase-7 activators, primary screen, counter-screen for procaspase-3 activator project, biochemical, absorbance, HTS, human; AID 463210, 2010; hit rate 0.093% among 330,000; Caspase-7 (Homo sapiens), P55210; recombinant procaspase-7, Ac-DEVD-pNA absorbance 405 nm; D23A/D198A/D206A triple mutant, cannot self-cleave; scale: DMSO 0, 5 µM enzyme 100; activation, % at 8.5 µM;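 active means percent activation above the screen-wide mean plus 3 SD, cut at about 25% in these data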
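signal = Epi-absorbance of released pNA at 405 nm, two timepoints | assay system = Uncleavable procaspase-7 mutant enzyme | reagent = Ac-DEVD-pNA substrate, 400 µM as added | times = 1 h enzyme–compound preincubation and 2 h substrate reaction, both 25 °C | benchmarks = low DMSO alone, high DMSO plus 5 µM PC-7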
TPT1 inh – Candida albicans TPT1 enzyme inhibitors, primary screen, biochemical, fluorescence polarization. tRNA 2'-phosphotransferase TPT1 (Candida albicans SC5314). recombinant caTPT1, FP RNA substrate dephosphorylation. inhibition, % at 5 µM. hit rate 0.81% among 300,000. AID 1962, 2009;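 active means inhibition above the mean of all tested compounds plus 3 SD, set per screening campaign, cut at about 24% in these data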;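 further: plate controls were DMSO alone for no effect and ferristatin control at 100 nM for full effect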
PP5 primary – PP5 phosphatase inhibitors, primary screen, biochemical, fluorescence; hit rate 0.18% among 320,000; purified PP5c, OMFP substrate fluorescence; inhibition, % at 6.7 µM;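 active means inhibition above the campaign's mean inhibition across all tested compounds plus 3 SD, cut at about 9.5% in these data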;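 further: 0% = DMSO only and 100% = 100 µM cantharidin control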
Target sequence (P53041 whole entry, looked up): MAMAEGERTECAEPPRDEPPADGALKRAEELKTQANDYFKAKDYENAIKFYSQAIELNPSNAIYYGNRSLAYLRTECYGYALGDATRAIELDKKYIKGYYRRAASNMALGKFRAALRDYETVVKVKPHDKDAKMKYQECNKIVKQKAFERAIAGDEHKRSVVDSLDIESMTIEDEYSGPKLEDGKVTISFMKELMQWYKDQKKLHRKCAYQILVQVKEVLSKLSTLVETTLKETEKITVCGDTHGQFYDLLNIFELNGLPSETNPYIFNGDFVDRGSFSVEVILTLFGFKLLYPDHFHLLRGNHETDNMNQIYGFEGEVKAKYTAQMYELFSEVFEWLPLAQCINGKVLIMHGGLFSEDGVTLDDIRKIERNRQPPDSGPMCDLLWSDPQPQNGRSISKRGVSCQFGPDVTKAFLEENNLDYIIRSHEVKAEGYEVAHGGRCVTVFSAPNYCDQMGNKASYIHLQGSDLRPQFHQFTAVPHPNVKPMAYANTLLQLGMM
PP1 inh – PP1-alpha phosphatase inhibitors, primary screen, counter-screen for PP5 inhibitor project, biochemical, fluorescence, OMFP substrate, single point | purified PP1alpha | AID 2235, 2010 | hit rate 0.9% among 320,000 | inhibition, % at 6.7 µM | Serine/threonine-protein phosphatase PP1-alpha catalytic subunit (Homo sapiens), P62136;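 active means inhibition above the mean inhibition of all tested compounds plus 3 SD, computed separately for each screening campaign, cut at about 15% in these data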
Efflux pump mplx – inhibitors of Candida efflux pumps in yeast, primary screen, S. cerevisiae, Nile Red, multiplex; S. cerevisiae Candida pump triplex; inhibition, % at 10 µM; hit rate 0.44% among 330,000; AID 485275, 2010;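 active means plate passing quality check with inhibition over a set limit, or well fluorescence over plate mean plus 4 SD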;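 further: Nile Red retained in pooled yeast measured as flow cytometry median fluorescence; 0% = buffer negative control and 100% = Enniatin B positive control; higher means more Nile Red kept so more efflux inhibition; some compounds called inactive have numbers as strong as hits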
core dimer inh – inhibitors of HCV core protein dimerization, primary screen, biochemical, TR-FRET, high-throughput | TR-FRET GST/Flag-core106 dimerization, 1536-well | inhibition, % at 5 µM | hit rate 0.33% among 300,000 | AID 1899, 2009;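 active means inhibition above the mean of all tested compounds plus 3 SD, set per screening campaign, cut at about 45% in these data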
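System: GST/Flag-tagged HCV core106 proteins. Incubation: compound-protein-antibody incubation 4 h at 22.5 °C. Technique: HTRF with 340 nm excitation, 617/671 nm emission. Medium: KF-containing HEPES buffer, pH 7.45, DTT, CHAPS, BSA. Read-out: inhibition (%) from 671 over 617 nm ratio. Also added: Eu(K)-anti-GST 90 ng/mL plus XL665-anti-Flag 1 µg/mL.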
proCasp3 act – activators of human procaspase-3 D3A mutant, primary screen, biochemical, absorbance, PC-3 D3A mutant, single concentration; hit rate 0.11% among 330,000; recombinant procaspase-3 D3A, Ac-DEVD-pNA absorbance 405 nm; activation, % at 8.5 µM; AID 463141, 2010; Caspase-3 (Homo sapiens), P42574;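 active means activation above the mean of all tested compounds plus 3 SD, cut at about 21% in these data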;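 further: 0% = DMSO alone and 100% = DMSO wells spiked with extra 5 µM PC-3 D3A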
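material = Procaspase-3 D3A mutant | probe or stimulus = Ac-DEVD-pNA | compound = single dose, 8.5 µM nominal compound, 0.8% DMSO | timing = 1 h preincubation, 2 h reaction | measured by = 405 nm absorbance of p-nitroaniline, reads at 0 and 120 min | benchmarks = DMSO-only low control, 5 µM PC-3 D3A high control | repeats = singlicate, each compound tested once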
CTSL1 counter – Fasciola hepatica cathepsin L1 inhibitors, primary screen, counter-screen for PFM18AAP inhibitor project, biochemical, QFRET, fluorogenic peptide substrate; inhibition, % at 5.96 µM; recombinant F. hepatica cathepsin L1, Z-Leu-Arg-MCA fluorescence; hit rate 0.49% among 300,000; AID 1906, 2009;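 active means inhibition above the mean of all tested compounds plus 3 SD, set per screening campaign, cut at about 17% in these data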;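 further: 0% = plate median of test compound wells and 100% = 1 µM Z-Phe-Ala-diazomethylketone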
GASC-1 inh – inhibitors of GASC-1 histone demethylase, primary screen, biochemical, fluorescence, DELFIA europium. GST-JMJD2C(1-420) H3K9me3 demethylation. AID 2099, 2009. inhibition, % at 2.35 µM. hit rate 0.069% among 330,000. Lysine-specific demethylase 4C (Homo sapiens), Q9H3R0;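 active means more than half of a compound's replicate wells show inhibition beyond 50%, single wells judged on their own value; inconclusive means some, but no more than half, of replicates pass 50% inhibition; inactive means no replicate passes 50% inhibition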;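 further: signal counts dimethyl H3K9 product captured on neutravidin plate; 0% = median of DMSO wells and 100% = 0.3 times that DMSO median; strong numbers were not always called active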
Target sequence (Q9H3R0 1-420 limits assumed): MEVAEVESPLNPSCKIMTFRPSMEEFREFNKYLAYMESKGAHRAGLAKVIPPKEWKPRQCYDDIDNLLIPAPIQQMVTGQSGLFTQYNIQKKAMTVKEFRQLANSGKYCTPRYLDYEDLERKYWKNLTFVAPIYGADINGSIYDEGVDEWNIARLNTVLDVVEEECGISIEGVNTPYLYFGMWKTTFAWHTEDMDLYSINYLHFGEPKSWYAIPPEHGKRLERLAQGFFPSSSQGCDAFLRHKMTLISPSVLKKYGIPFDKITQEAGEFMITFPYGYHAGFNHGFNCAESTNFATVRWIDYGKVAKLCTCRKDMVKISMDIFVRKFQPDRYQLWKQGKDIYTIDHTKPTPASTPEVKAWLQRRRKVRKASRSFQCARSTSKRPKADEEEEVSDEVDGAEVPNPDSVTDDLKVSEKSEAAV
The depositor's hits bear a star; u = inconclusive; x = not tested or not shown.

SMILES | procasp7 counter | TPT1 inh | PP5 primary | PP1 inh | Efflux pump mplx | core dimer inh | proCasp3 act | CTSL1 counter | GASC-1 inh
Cc1cc(=O)oc2cc(OCC(=O)OCC(=O)N(CCC#N)c3ccccc3)ccc12 | 5 | -1 | 0.0 | 0 | 0.0 | 3 | 9 | -10 | 1
COc1ccc(NC(=O)COC(=O)c2ccc(OCc3c(C)noc3C)cc2)cc1OC | 10 | -3 | 1.9 | -4 | 0.0 | -3 | 2 | -2 | 11
CC1=CC(C)(C)n2c(O)c(N=NC(N)=S)c3cccc1c32 | -4 | -5 | 1.8 | 4 | -0.1 | -8 | -3 | -1 | 6
O=[N+]([O-])c1cc(S(=O)(=O)N2CCOCC2)ccc1OCc1cccc(Cl)c1 | -4 | x | 6.0 | 6 | 0.0 | x | -8 | x | -13
Cc1ccc(-c2nc3ccccc3s2)cc1NC(=O)c1ccc2c(c1)OCO2 | -1 | 2 | -0.4 | -1 | 0.0 | 11 | -2 | 0 | 0
C/C(=N\NC(=O)CN1CCN(c2ccc(F)cc2)CC1)c1ccco1 | 2 | -3 | 2.2 | -2 | 0.2 | -2 | -19 | 10 | 9
CC(=O)O[C@H]1C(=O)[C@]2(C)[C@H]([C@H](OC(=O)c3ccccc3)[C@]3(O)C[C@H](OC(=O)[C@H](O)[C@@H](NC(=O)c4ccccc4)c4ccccc4)C(C)=C1C3(C)C)[C@]1(OC(C)=O)CO[C@@H]1C[C@@H]2O | 3 | -3 | 3.4 | -1 | 0.0 | -1 | 1 | 1 | u
COC(=O)c1ccc(N(CC(=O)NC2CCCC2)C(=O)CNC(=O)c2cccs2)cc1 | 0 | 1 | 7.6 | 2 | -0.1 | 7 | 16 | -8 | 2
O=C(Nc1nnc(/N=C/c2ccco2)s1)c1ccc(F)cc1 | 10 | -3 | 0.2 | 0 | -0.1 | -5 | 7 | 0 | 6
COCCSc1nnc(NC(=O)C2CC(=O)N(c3ccc(C)cc3)C2)s1 (stereo unspecified) | 7 | 1 | -1.4 | 3 | 0.1 | 0 | 5 | -4 | 13
CC(C)(C)C(=O)COC(=O)c1cc2ccccc2cc1O | 3 | -1 | -0.4 | 1 | -0.1 | 4 | -4 | 1 | 2
C/C(CC(C)(C)c1ccccc1)=N\NS(=O)(=O)c1ccccc1 | -8 | -1 | -0.7 | 1 | 0.8 | 6 | -11 | 2 | 30
COc1cc(C)c(C#N)c(OC)n1 | 0 | -2 | 0.0 | -4 | -0.1 | 2 | 10 | -1 | 6
CN(C)C(=O)CN(c1ccc(F)c(Cl)c1)S(C)(=O)=O | 13 | 0 | -2.7 | -1 | 0.1 | 0 | -1 | 1 | -4
CCN(CC)C(=O)C1=C(C)NC(=S)NC1c1ccc(C)s1 (stereo unspecified) | -16 | 3 | 2.5 | 1 | 0.0 | 4 | -2 | 0 | 1
Cc1ccc(C(=O)CCC(=O)N2CCN(c3ccccc3O)CC2)cc1 | 3 | 2 | -0.7 | -5 | 0.2 | 3 | -3 | -6 | -4
CCC1(c2ccc(F)cc2)NC(=O)N(CC(=O)N2c3ccccc3NC(=O)CC2C)C1=O (stereo unspecified) | 7 | x | 1.5 | -4 | -0.1 | x | 3 | x | -4
COc1cc(/C=N/NC(=O)COc2ccccc2C)ccc1OC(=O)c1cccs1 | 6 | -3 | -0.5 | -3 | -0.1 | -1 | 2 | -1 | 8
O=C(COC(=O)c1ccc(F)cc1F)NC(=O)Nc1ccc2c(c1)OCCO2 | 1 | x | 0.4 | -3 | 0.3 | x | 3 | x | -1
COc1cccc(C(=O)Nc2nnc(Cc3ccc(OC)c(OC)c3)s2)c1 | 9 | 0 | 1.6 | 1 | -0.1 | -7 | -10 | -4 | 8

Fetched by structure from the list above:
SMILES | procasp7 counter | TPT1 inh | PP5 primary | PP1 inh | Efflux pump mplx | core dimer inh | proCasp3 act | CTSL1 counter | GASC-1 inh
CN(C)C(=O)CN(c1ccc(F)c(Cl)c1)S(C)(=O)=O | 13 | 0 | -2.7 | -1 | 0.1 | 0 | -1 | 1 | -4
COc1cc(/C=N/NC(=O)COc2ccccc2C)ccc1OC(=O)c1cccs1 | 6 | -3 | -0.5 | -3 | -0.1 | -1 | 2 | -1 | 8

Remaining list, next part
SMILES | procasp7 counter | TPT1 inh | PP5 primary | PP1 inh | Efflux pump mplx | core dimer inh | proCasp3 act | CTSL1 counter | GASC-1 inh
CN1CCN(CC(=O)NN2CC(=O)N(c3ccc(F)cc3)CC2=O)CC1 | 4 | -3 | 0.9 | -1 | 0.0 | -3 | 5 | -3 | 5
COc1cc(/C=C2/C(C)=C(C#N)c3nc(N)c(C#N)c(C)c32)ccc1OCC(=O)O | -11 | 7 | 0.3 | 0 | -0.1 | -10 | -2 | 5 | 3
O=C(NN1C(=O)c2ccccc2NC1c1ccoc1)c1ccc([N+](=O)[O-])cc1 (stereo unspecified) | 7 | 6 | 1.4 | -1 | 0.2 | 0 | 13 | 0 | -6
CCOC(=O)Cc1csc(NS(=O)(=O)c2cccc([N+](=O)[O-])c2)n1 | 15 | -5 | 0.3 | -1 | -0.1 | 13 | 10 | -4 | -2
Cc1ccc(SCC(=O)OC(C)C(=O)N2CCc3ccccc32)cc1 (stereo unspecified) | -1 | -2 | 2.2 | 8 | 0.1 | 2 | 3 | -6 | -3
O=C(Nc1cccc2ccccc12)c1cc2c(cc1Br)OCO2 | 0 | -4 | 0.6 | 0 | 0.1 | 4 | 3 | -2 | 0
c1coc(-c2nnc3n2C2(CCCC2)Cc2ccccc2-3)c1 | -6 | 4 | 3.0 | -1 | 0.3 | 3 | 10 | -2 | -3
CCOc1ccc(N2CC(C(=O)NCc3ccccn3)CC2=O)cc1 (stereo unspecified) | -8 | 4 | 8.3 | -1 | -0.1 | 9 | 2 | 1 | -6
COc1ccc(CNc2ncccc2[N+](=O)[O-])cc1 | -3 | 2 | -0.2 | -1 | 0.0 | -3 | -12 | 3 | -2
CCOc1ccc(S(=O)(=O)NC(Cc2cnc[nH]2)C(=O)O)cc1 (stereo unspecified) | 11 | 3 | -0.2 | -5 | -0.1 | 1 | 0 | 0 | -12
O=c1c2cc(NC(=S)N3CCCCC3)ccc2nc2n1CCCCC2 | -12 | -2 | 0.2 | -2 | 0.0 | -3 | -5 | -4 | 6
Cc1ccc(NS(=O)(=O)c2ccc(NC(=O)c3cccs3)cc2)c(C)c1 | 1 | -3 | 7.0 | 1 | -0.3 | 4 | 0 | 0 | 1
CC1=N/C(=C\c2ccc([N+](=O)[O-])cc2)C(=O)N1c1cc(Cl)ccc1C | -2 | -1 | -0.1 | -2 | -0.2 | 13 | -6 | 1 | 70
Cc1cc(/C=C(\C#N)c2nc3ccccc3[nH]2)c(C)n1C | -2 | 4 | 1.1 | -4 | -0.1 | -15 | -7 | 6 | -7
CCc1c(C)sc2nc(SCC(=O)Nc3cc(C)on3)n(CCOC)c(=O)c12 | 9 | -1 | 3.5 | 3 | 0.1 | 5 | -2 | -1 | 7
COc1ccc(/C=C(\C#N)C(=O)OCC(=O)NCc2ccccc2Cl)cc1 | -2 | 1 | 4.6 | 0 | 0.0 | -7 | 4 | -5 | 5
CC(C)(C)CN1CCNC[C@H]1Cc1cccc2ccccc12 | -7 | 0 | 0.2 | 9 | -0.1 | -30 | 0 | 2 | -2
CS(=O)(=O)N(CC(=O)N1CCCCCC1)c1cc(Cl)ccc1Cl | 5 | 1 | 0.5 | -4 | 0.7 | 1 | -3 | -3 | -11
CC(C)C(c1nnnn1Cc1ccc(F)cc1)N1CCN(C2CCCC2)CC1 (stereo unspecified) | 7 | 0 | -2.5 | -1 | -0.1 | -4 | -4 | 1 | -2
CC(C)(C)c1cc(N)n2nc(C(C)(C)C)cc2n1 | -6 | 1 | 2.5 | 1 | 0.0 | -2 | -6 | 1 | 0
Nc1c(-c2cccc(Cl)c2)cnc2c(-c3ccccc3)cnn12 | 1 | -1 | 2.1 | -2 | 0.1 | -10 | 4 | -1 | 6
O=C(/C=C/c1cccc(F)c1)N1CCc2ccccc21 | 8 | -1 | -0.8 | 1 | -0.2 | -3 | -3 | 2 | -6
O=C1CN(S(=O)(=O)c2cc(C(F)(F)F)ccc2Cl)CCN1 | -5 | x | -1.7 | -6 | -0.1 | x | 13 | x | 3
Cc1cc([N+](=O)[O-])nn1CC(=O)N/N=C/c1ccc(O)cc1O | 7 | -5 | -2.6 | -4 | -0.2 | -2 | 8 | 4 | 2
Cn1c(SCC(=O)NCc2ccc3c(c2)OCO3)nnc1-c1c[nH]c2ccccc12 | 1 | -2 | 3.3 | -1 | 0.3 | -1 | 2 | 3 | 8
CCOC(=O)Cc1nnc(Nc2ccc(C)cc2C)c2ccccc12 | -2 | 3 | -3.2 | 7 | 0.3 | 5 | -5 | 1 | 8
COc1cccc(CNC(=O)CN2C(=O)CSc3ccc(S(=O)(=O)N4CCCC4)cc32)c1 | 2 | -1 | -2.2 | -3 | -0.2 | 1 | -11 | -3 | 8
COc1ccccc1C(=O)NC(=O)COC(=O)C1CC1C (stereo unspecified) | 0 | 3 | 0.0 | 4 | 0.1 | 1 | -5 | 2 | -13
[O-]/C(=C(\C(=S)NCc1ccccc1)[n+]1ccccc1)c1ccc(Cl)cc1 | -4 | 8 | 1.4 | 0 | -0.1 | 15 | -8 | 1 | -18
O=C(Nc1ccc2c(c1)OCCO2)C(=O)c1c[nH]c2ccccc12 | 2 | 0 | 5.3 | -2 | 0.6 | -6 | -2 | 2 | 4
CC1(C)CC(=O)CC(=Nc2ccc3[nH]c(=O)[nH]c3c2)C1 | 2 | -2 | -0.9 | -5 | -0.1 | -2 | 0 | 1 | 6
CC(NC(=O)CN(C)S(=O)(=O)c1cccc2nsnc12)c1ccccc1 (stereo unspecified) | 3 | 0 | -1.9 | -2 | 0.1 | -3 | 5 | 0 | u
CCOc1ccc(N(C(=O)c2cc3ccccc3oc2=O)C2C=CS(=O)(=O)C2)cc1 (stereo unspecified) | 8 | 1 | -0.6 | 4 | 0.1 | -2 | 4 | 5 | -16
FC(F)(F)c1ccccc1/C=N/Nc1ccccn1 | 8 | 0 | 4.9 | -1 | -0.1 | 6 | 0 | 1 | -12

Screening data (PubChem BioAssay)
